VIM-2 inhibitor – blocks Pseudomonas aeruginosa VIM-2 metallo-beta-lactamase; 290,000 tested, 0.89% active; inhibition, % at 5.6 µM; AID 1527; purified VIM-2, nitrocefin hydrolysis, epi-absorbance fluorescence;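 active means inhibition above the mean of all tested compounds plus 3 SD, cutoff set per screening run, cut at about 7.5% in these data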;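 further: red hydrolysis product quenches plate fluorescence so inhibitors raise well fluorescence; 0% = enzyme with DMSO and 100% = DMSO without enzyme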
FID counter – counter-screen for HCV NS3 helicase inhibitors: DNA intercalator displacement; 290,000 tested, 0.17% active; DNA fluorescent intercalator displacement, fluorescence; AID 1845; inhibition, % at 7.9 µM; in the data active means inhibition above about 37%;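 further: 0% = vehicle and 100% = reference compound; higher means more ethidium bromide displaced from hairpin DNA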
MEKK2wt PB1 HTS – raises or lowers MEK5 binding to wildtype human MEKK2 PB1 domain; AID 1531; Q9Y2U5; binding response (% of control), % at 10 µM; 290,000 tested, 1.1% active; bead flow cytometry, Alexa488-MEK5 binding to MEKK2 WT; actives lie on both sides; in the data active means binding response below about 67% or above about 130%
M18AAP inhibitor – PfM18AAP enzyme inhibition; recombinant PfM18AAP, H-Glu-NHMec fluorogenic cleavage; inhibition, % at 7.35 µM; 290,000 tested, 1.2% active;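 active means inhibition above the campaign mean inhibition over all tested compounds plus 3 SD, cut at about 28% in these data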;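 further: 0% = plate median of test compound wells and 100% = 2 mM ZnCl2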
HCV NS3 hel inh – inhibitors of Hepatitis C virus NS3 helicase; NS3 helicase DNA unwinding, Cy5 molecular beacon fluorescence; inhibition, % at 10.9 µM; 290,000 tested, 0.56% active; AID 1800;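 active means inhibition above the mean of all tested compounds plus 3 SD, set per campaign, cut at about 35% in these data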;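 further: 0% = DMSO wells and 100% = thioflavine S control wells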
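Measured by: Cy5 fluorescence, 0 and 60 min reads / Assay system: NS3 helicase fragment of HCV / Control set: low DMSO, high thioflavine S at 110 µM / Times: 1 h reaction at 25 °C, ATP-initiated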
UBC9 SUMO inh – inhibitors of human SUMOylation (UBC9); P63279; HTRF SUMOylation assay, SAE1/SAE2 + UBC9, in vitro; inhibition, % at 35 µM; 290,000 tested, 0.36% active; AID 2006; in the data active means inhibition above about 50%, passing the limit was not always enough; further: strong numbers were not always called active
Target sequence (P63279 whole entry, looked up): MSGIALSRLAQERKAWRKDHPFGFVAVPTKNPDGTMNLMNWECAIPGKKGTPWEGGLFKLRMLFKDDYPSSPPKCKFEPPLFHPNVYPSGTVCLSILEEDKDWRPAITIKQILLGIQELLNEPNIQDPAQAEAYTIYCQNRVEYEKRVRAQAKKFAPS
MEKK2mut PB1 HTS – signal of MEK5 binding to mutant human MEKK2 PB1 domain; AID 1530; percent response, % at 10 µM; 290,000 tested, 0.35% active; bead flow cytometry, Alexa488-MEK5 binding to MEKK2 mutant; in the data active means percent response above about 24%, passing the limit was not always enough; further: inactives centre near 1; some results filed as inactive read as strong as hits
NALP1 yeast inh – inhibitors of NALP1 inflammasome in yeast | S. cerevisiae NALP1/ASC/caspase-1 growth, X-gal OD620, 72 h | 280,000 tested, 0.61% active | inhibition, % at 10 µM; in the data active means inhibition mostly above about 24%, no sharp cut-off; inactive means mostly below about 32%; further: some compounds called inactive have numbers as strong as hits
IMP-1 inh – blocks Pseudomonas aeruginosa IMP-1 metallo-beta-lactamase; AID 1556; inhibition, % at 5.6 µM; 290,000 tested, 0.45% active; purified IMP-1, nitrocefin hydrolysis, epi-absorbance fluorescence;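 active means inhibition above the mean plus 3 SD of all compounds in the same screening run, cut at about 4.5% in these data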;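 further: 0% = IMP-1 with DMSO and 100% = DMSO wells lacking enzyme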
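Assay system: purified recombinant IMP-1 beta-lactamase. Input: IMP-1 0.2 nM before substrate addition. Buffer or medium: Zinc- and detergent-supplemented HEPES buffer, pH 7.1. Schedule: 25 °C, 15 min preincubation, 25 min reaction. Signal: Epi-absorbance fluorescence, 480 nm excitation, 530 nm emission. Evaluation: percent inhibition from optical density relative to buffer-blank wells.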
An asterisk follows results filed as active; x = no result given; [ ] = another dose, or the depositor's remark.

1) CCC(C)C(NC(=O)C(C)NC(=O)CNC(=O)OC(C)(C)C)C(N)=O (centres undefined)
2) O=C(CCN1C(=O)c2ccccc2C1=O)NCc1ccco1
3) Cc1ccc(NS(=O)(=O)c2cc(C(=O)N(C)C)ccc2C)cc1C
4) CC(C)(C)[C@@H]1C=C(C(N)=O)O[C@H](OCc2ccc(CO)cc2)C1
5) O=C(CCSCc1ccc(Cl)cc1)NCc1ccco1
6) O=C(Cc1ccc([N+](=O)[O-])cc1)N1CCc2ccccc2C1
7) O=C(CSc1nnc2ccccn12)NCCc1ccc(F)cc1
8) Cc1cccc(NC(=S)NNC(=O)c2ccc(Br)o2)c1

Compound	1	2	3	4	5	6	7	8
VIM-2 inhibitor	-4.7	-1.9	-2.1	x	-2.3	-1.9	-1.0	-0.8
FID counter	7	-2	-14	x	-5	-7	-4	-1
MEKK2wt PB1 HTS	89	90	98	88	99	100	121	98
M18AAP inhibitor	0	21	4	x	-5	-3	-9	-2
HCV NS3 hel inh	6	6	0	x	-6	4	7	-6
UBC9 SUMO inh	19	-2	9	12	5	-29	9	-5
MEKK2mut PB1 HTS	-12	-6	-4	-4	-3	0	5	4
NALP1 yeast inh	10	-1	5	8	-1	39	14	11
IMP-1 inh	-2.3	-1.6	-2.2	x	-0.5	-0.5	-2.3	-0.8

9) COc1cc(NC(=O)CSc2nccc(C)n2)c(C(=O)O)cc1OC
10) CCOC(=O)C1(C)NC(c2cccs2)C2C(=O)N(c3ccc(OC)cc3)C(=O)C21 (centres undefined)
11) CCOc1cc(/C=N/NC(=O)CSc2nnc(C)s2)ccc1OCc1ccccc1Cl
12) Cc1cccc(-n2ncc3c(N4CCCc5ccccc54)ncnc32)c1
13) Cc1[nH]c2ccccc2c1SCC(=O)NC1CCCCC1
14) COc1ccc(S(=O)(=O)Cc2ccc(C(=O)N3CCc4ccccc4C3)o2)cc1
15) COc1cccc(CN(C)CC(=O)Nc2cccc(S(N)(=O)=O)c2)c1OC
16) O=C(NC1CCCCC1)c1ccc(-c2cccc([N+](=O)[O-])c2)o1

Compound	9	10	11	12	13	14	15	16
VIM-2 inhibitor	0.1	0.8	1.2	-4.3	-2.0	0.0	0.5	0.5
FID counter	1	-7	-6	-13	-4	-30	2	-30
MEKK2wt PB1 HTS	104	92	101	103	107	115	99	104
M18AAP inhibitor	-1	-19	-6	-3	-8	-3	-11	-9
HCV NS3 hel inh	1	1	1	0	14	0	12	-1
UBC9 SUMO inh	8	1	-4	6	10	-4	-20	2
MEKK2mut PB1 HTS	1	-3	-1	5	-2	5	-1	2
NALP1 yeast inh	-11	-2	31	-9	5	-21	45	17
IMP-1 inh	-2.5	-1.8	-0.5	-3.4	-2.4	-1.5	-0.6	0.2

17) COc1cc2nc3c4ccccc4n(CC#N)c3nc2cc1OC
18) CCSc1nnc(NC(=O)c2ccccc2C)s1
19) COC(=O)c1ccccc1NC(=O)CSc1nnc(CNS(=O)(=O)c2ccc(C)cc2)n1C
20) CCN(CC)c1ccc(C=Nc2cccnc2Cl)c(O)c1
21) COc1ccc(Cc2nnc(NC(=O)Cc3cccs3)s2)cc1OC
22) O=C(O)c1ccccc1C(=O)c1ccc(Oc2ccccc2)cc1
23) CCCCOc1ccc(/C=C/C(=O)Nc2ccc(C(N)=O)cc2)cc1
24) Cc1nonc1C(=O)N/N=C/c1ccc(O)c(O)c1

Compound	17	18	19	20	21	22	23	24
VIM-2 inhibitor	-1.8	-1.9	-0.6	-0.6	-0.5	22*	1.1	-3.0
FID counter	4	-7	-32	1	-13	-31	2	0
MEKK2wt PB1 HTS	97	101	116	66*[inhibitor]	93	93	98	107
M18AAP inhibitor	-2	-1	0	31*	3	-2	1	66*
HCV NS3 hel inh	-2	1	-1	7	4	8	-2	5
UBC9 SUMO inh	15	-10	-7	8	2	13	51*	10
MEKK2mut PB1 HTS	3	5	17	-5	-3	-3	0	6
NALP1 yeast inh	11	6	27	10	13	20	27	22
IMP-1 inh	-2.9	-3.0	-2.7	-3.9	1.4	-1.1	-2.0	-1.6

25) O=C(CSc1nnc(CNC(=O)c2ccccc2)o1)Nc1ccc2c(c1)OCCO2
26) S=c1[nH]cc(-c2ccccc2)n1-c1ccccc1Cl
27) N#Cc1ncc(-c2ccc3c(c2)OCCOCCOCCOCCO3)nc1C#N
28) CC(=O)Nc1nc(C2COc3ccccc3O2)cs1 (centres undefined)
29) COC(=O)C1=C(C)N(CC(C)C)C(=O)/C1=C\c1cccs1
30) CCCC(=O)Nc1ccc(NC(=O)c2cccc(OC)c2)cn1
31) c1ccc(C(c2ccccc2)N2CCN(c3ccc4ccccc4n3)CC2)cc1
32) COC(=O)c1ccc(S(=O)(=O)NC(C)(C)C)n1C

Compound	25	26	27	28	29	30	31	32
VIM-2 inhibitor	-0.8	-1.1	-5.7	-6.5	-0.7	-2.8	-0.8	-2.0
FID counter	-10	-5	1	-1	-6	-14	-1	-1
MEKK2wt PB1 HTS	100	94	102	102	108	100	106	99
M18AAP inhibitor	-2	12	1	7	-1	-5	-5	-5
HCV NS3 hel inh	7	-3	12	-4	1	14	5	-5
UBC9 SUMO inh	9	3	11	2	10	-9	-1	-6
MEKK2mut PB1 HTS	-1	-2	0	3	12	1	8	-3
NALP1 yeast inh	11	0	21	35	-5	9	x	7
IMP-1 inh	-2.9	-3.6	-3.5	-1.3	-3.1	-0.9	-1.1	-3.9

33) Cc1ccc(Cn2c(NS(=O)(=O)c3ccccc3)nc3ccccc32)cc1
34) CCC(C)(C)n1nnnc1C(c1ccc2ncccc2c1)N1CCN(c2ccc(O)cc2)CC1 (centres undefined)
35) CCNC(=S)NNC(=O)CCc1nc2cc(Cl)ccc2n(Cc2ccccc2)c1=O
36) O=C(COc1ccc2ccccc2c1)NNC(=O)c1ccc([N+](=O)[O-])cc1
37) COCC(=O)Nc1cc(C(=O)Nc2ccccc2C)ccc1Cl
38) CCOC(=O)C1CCN(C(=O)COC(=O)CN(C)S(=O)(=O)c2ccc(NC(C)=O)cc2)CC1
39) CSc1nc(N(C)NC(=O)c2cccc(C)c2)c2ccccc2n1
40) COC(=O)Cn1c(Cc2ccccc2)nc2ccccc21

Compound	33	34	35	36	37	38	39	40
VIM-2 inhibitor	-0.5	1.0	-2.8	-3.8	-2.2	-1.6	1.5	2.5
FID counter	-11	-27	-44	8	-2	-19	-5	-10
MEKK2wt PB1 HTS	93	97	95	83	83	103	107	101
M18AAP inhibitor	-1	31*	0	4	-22	-5	1	-1
HCV NS3 hel inh	-2	10	14	-9	-3	-2	-1	6
UBC9 SUMO inh	-18	4	-8	40	20	-2	3	2
MEKK2mut PB1 HTS	-2	3	0	-11	-12	1	15	-1
NALP1 yeast inh	0	x	-16	0	4	12	-18	18
IMP-1 inh	-1.5	-1.2	-4.2	-3.4	-2.4	-0.7	-1.4	0.2

41) Cc1ncc(N=Nc2ccc(F)cc2)c(-c2ccc(Cl)cc2)n1
42) CCCCCC(O)(CCN1CCCCC1)c1ccccc1 (centres undefined)
43) CCN=C(N/N=C/c1ccc([N+](=O)[O-])cc1)SC
44) CCOCCCNc1nc2nc3ccc(C)cn3c(=O)c2cc1C(=O)NCC1CCCO1 (centres undefined)
45) COc1ccc(C(=O)Nc2sc(C)c(C)c2CN2CCOCC2)cc1
46) O=C(O)C1C(c2ccccc2)C(C(=O)Oc2ccc(O)cc2)C1c1ccccc1 (centres undefined)
47) Cc1cccc(OCc2nn[nH]n2)c1C
48) CC(=O)NNc1ncnc2c1cnn2-c1ccccc1

Compound	41	42	43	44	45	46	47	48
VIM-2 inhibitor	-1.4	-2.5	-2.3	2.4	0.2	3.6	-2.0	-3.4
FID counter	0	6	4	1	-7	-39	2	-11
MEKK2wt PB1 HTS	102	104	96	98	90	81	108	105
M18AAP inhibitor	-1	-1	4	2	2	-26	3	13
HCV NS3 hel inh	5	-6	-14	4	3	9	-1	2
UBC9 SUMO inh	0	6	6	9	5	7	5	10
MEKK2mut PB1 HTS	6	4	1	-4	-5	-9	9	0
NALP1 yeast inh	35	18	-5	-15	21	-3	-2	-14
IMP-1 inh	-1.5	-2.0	0.6	-2.4	0.3	-0.9	0.6	-4.6

A section of the results above, for reference:
41) Cc1ncc(N=Nc2ccc(F)cc2)c(-c2ccc(Cl)cc2)n1
42) CCCCCC(O)(CCN1CCCCC1)c1ccccc1 (centres undefined)
43) CCN=C(N/N=C/c1ccc([N+](=O)[O-])cc1)SC
44) CCOCCCNc1nc2nc3ccc(C)cn3c(=O)c2cc1C(=O)NCC1CCCO1 (centres undefined)
45) COc1ccc(C(=O)Nc2sc(C)c(C)c2CN2CCOCC2)cc1

Compound	41	42	43	44	45
VIM-2 inhibitor	-1.4	-2.5	-2.3	2.4	0.2
FID counter	0	6	4	1	-7
MEKK2wt PB1 HTS	102	104	96	98	90
M18AAP inhibitor	-1	-1	4	2	2
HCV NS3 hel inh	5	-6	-14	4	3
UBC9 SUMO inh	0	6	6	9	5
MEKK2mut PB1 HTS	6	4	1	-4	-5
NALP1 yeast inh	35	18	-5	-15	21
IMP-1 inh	-1.5	-2.0	0.6	-2.4	0.3

(more compounds)
49) CC(=O)Nc1cccc(-c2nnc(SCc3ccccc3C#N)n2C)c1
50) CC(C)(C)c1ccc(C(=O)C2CCCN(C(=O)CN3CCCC3=O)C2)cc1 (centres undefined)
51) O=c1cc(Nc2ccc3c(c2)OCCO3)[nH]c(=O)n1C1CCCCC1
52) Cc1ccc(C2(C)NC(=O)N(CC(=O)NCCC3=CCCCC3)C2=O)cc1 (centres undefined)
53) Cc1nc2ccc(NC(=O)c3cc([N+](=O)[O-])cc([N+](=O)[O-])c3Cl)cc2s1
54) CCC(Sc1ccccn1)C(=O)Nc1nnc(C)s1 (centres undefined)
55) CCOc1ccc(-c2cc3cc(OC)c(OC)cc3c(C)n2)cc1
56) OC(COCC(F)(F)C(F)(F)C(F)(F)C(F)F)Cn1c2ccccc2c2ccccc21 (centres undefined)
57) COCCCNS(=O)(=O)c1cc2c3c(c1)C(C)C(=O)N3CCC2 (centres undefined)
58) O=C(CSc1nnc(NCc2ccccc2)s1)NC1CCS(=O)(=O)C1 (centres undefined)
59) CC1CCN(C(=O)c2cc3ccccc3c(=O)o2)CC1

Compound	49	50	51	52	53	54	55	56	57	58	59
VIM-2 inhibitor	2.0	-2.8	1.0	-1.6	-5.8	-1.0	-0.2	1.5	-1.7	-1.8	-3.2
FID counter	-7	-33	-5	-21	0	-5	-9	-5	-6	0	-3
MEKK2wt PB1 HTS	96	114	96	107	113	108	77	107	99	101	96
M18AAP inhibitor	-5	-4	-3	-4	-21	-4	-10	5	-6	-8	0
HCV NS3 hel inh	-1	-6	6	5	1	1	8	-4	-1	8	1
UBC9 SUMO inh	-2	14	-2	-6	18	19	9	-27	8	29	11
MEKK2mut PB1 HTS	1	10	2	8	19	6	-11	1	-1	4	-2
NALP1 yeast inh	-11	-5	9	29	58*	16	6	-2	6	x	7
IMP-1 inh	-0.8	-3.5	2.0	-2.4	-2.2	-4.0	1.0	-1.5	-1.1	-2.4	-2.4

Screens deposited in PubChem by several laboratories.
